OX1R antag-1 – blocks the human orexin 1 receptor. OX1R-expressing cells, FRET antagonist read-out. inhibition, % at 6.6 µM. 330,000 tested, 1.8% active. AID 485270; in the data active = inhibition mostly above about 38%, no sharp cut-off; inactive = mostly below about 40%;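 note: 0% = agonist challenge alone and 100% = reference antagonist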
Target sequence (O43613 whole entry, looked up): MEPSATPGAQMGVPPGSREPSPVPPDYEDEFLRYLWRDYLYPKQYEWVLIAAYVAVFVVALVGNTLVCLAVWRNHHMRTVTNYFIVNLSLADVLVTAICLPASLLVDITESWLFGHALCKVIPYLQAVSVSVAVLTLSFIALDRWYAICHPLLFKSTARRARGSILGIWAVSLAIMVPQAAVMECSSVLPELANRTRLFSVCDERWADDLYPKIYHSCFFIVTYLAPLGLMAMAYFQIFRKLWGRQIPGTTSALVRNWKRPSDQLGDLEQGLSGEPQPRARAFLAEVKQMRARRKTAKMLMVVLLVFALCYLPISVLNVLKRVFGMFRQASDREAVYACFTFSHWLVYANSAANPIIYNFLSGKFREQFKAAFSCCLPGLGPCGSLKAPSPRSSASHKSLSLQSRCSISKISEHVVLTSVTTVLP
OX1R antag-2 – human HCRTR1 antagonism; O43613; CHO/OX1R cells, Fluo-8 calcium fluorescence, orexin A; inhibition, % at 5 µM; 330,000 tested, 0.43% active; AID 434989;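 active = inhibition above its plate's threshold, mean inhibition of all tested compounds on the plate plus 3 SD, cut at about 37% in these data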;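 note: 0% = orexin A challenge wells and 100% = SB-334867-A antagonist wells; not every result past the cut was called active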
* = called active by the depositor.

SMILES	OX1R antag-1	OX1R antag-2
COCCN1C(=O)c2cc(C(=O)Nc3cccc(F)c3)ccc2C1Nc1cccc(F)c1 (centres undefined)	6	-6
O=C(c1ccco1)N1CCN(S(=O)(=O)/C=C/c2ccccc2)CC1	-2	-8
COc1cnn(-c2cccc(Cl)c2)c(=O)c1Cl	5	-17
CC(C)CC(=O)Nc1nnc(SCC(=O)NCc2ccco2)s1	8	0
CCN(CC(=O)Nc1cccc(OC)c1)C(=O)c1ccncc1	4	-5
CC1=C(C(=O)OCC2CCCCC2)C(c2ccccc2F)NC(=O)N1 (centres undefined)	13	-38
O=C(CNC(=O)c1ccccc1)OCc1cccc(Br)c1	17	-8
COc1ccc(N2CC(C(=O)N[C@@H](CC(C)C)C(=O)NC3CCCC3)CC2=O)cc1 (some centres undefined)	21	-19
COc1ccc(OC)c(C(c2nnnn2CC2CCCO2)N2CCN(C3CCCC3)CC2)c1 (centres undefined)	6	-22
COc1ccccc1-[n+]1c(C)cc(/C=C2\Sc3ccccc3N2C)cc1C	39	62*
N#Cc1nc(-c2cccc3ccccc23)oc1NCCN1CCOCC1	6	-5
Cc1cccc(N2C(=O)CC(N3CCN(Cc4ccc5c(c4)OCO5)CC3)C2=O)c1 (centres undefined)	6	-22
Cc1cccc(C(=O)NNC(=O)C23CC4CC(CC(C4)C2)C3)c1O	17	-14
O=S(=O)(NCCc1ccc(Cl)cc1)c1cccs1	17	0
CC(=O)N1CCc2cc(Br)cc(S(=O)(=O)N3CCC(C(=O)O)CC3)c21	23	-9
CC(C)CCNC(=O)c1ccc2c(c1)ncn2C1CCCC1	18	-22
Cc1c(NC(=S)NCc2ccc(F)cc2)cccc1[N+](=O)[O-]	30	0
O=C(CNS(=O)(=O)c1ccccc1)Nc1ccc(F)cc1F	-9	-9
O=C(COc1ccc(Cl)cc1Cl)N/N=C/CCc1ccccc1	10	-6
Cc1cc(C)n(Cc2cnc(N3CCOCC3)s2)n1	19	-4
Cc1ccccc1-n1c(=O)cc(NCc2ccc3c(c2)OCO3)[nH]c1=O	2	-17
Cc1cccc(C)c1Nc1ncnc2ccccc12	4	-22
COc1ccc(C(=O)NC(=S)N(CCC(C)C)c2c(N)n(Cc3ccccc3)c(=O)[nH]c2=O)cc1	20	-50
COc1ccc(Oc2ccc(/C=C/C(=O)c3cccc(OC)c3)cc2[N+](=O)[O-])cc1	21	-20
O=C(NCc1ccccc1Cl)C1CCN(S(=O)(=O)N2CCC3(CC2)OCCO3)CC1	-1	-7
CC(c1nc2ccccc2n1Cc1ccccc1)N1CCCCC1 (centres undefined)	-8	-20
Cc1c([N+](=O)[O-])c(C(=O)NC2CCCCC2)nn1C	-8	7
O=C1C2C3C=CC(CC3)C2C(=O)N1c1cccc(Br)c1 (centres undefined)	6	-19
O=C(CN1CCN(Cc2ccccc2Cl)CC1)N/N=C/C=C/c1ccccc1[N+](=O)[O-]	22	-24
COc1ccc(C(CCNCc2ccc(N(C)C)cc2)C(C)C)cc1 (centres undefined)	8	-4
COc1ccc(NC(=S)N(Cc2ccc(C)cc2)Cc2ccccn2)cc1	28	-12
Nc1ncnc(Nc2ccccc2Cl)n1	3	-3
COc1cccc(/C=C(\C#N)c2nc3ccccc3[nH]2)c1OCC(=O)O	13	-7
CCCNC(=O)[C@H](C)NC(=O)c1ccc(Br)cc1	4	13
O=C(NC(=S)NCCO)c1sc2ccccc2c1Cl	30	-13
CCN(CC)S(=O)(=O)c1ccc(C(=O)NCC(c2ccc(OC)cc2)N2CCOCC2)cc1 (centres undefined)	8	-1
O=C(CN1CCc2cc3c(cc2C1)OCCCO3)Nc1ccccc1	15	-23
CC(=O)c1ccc(NC2OC(CO)C(O)C(O)C2O)cc1 (centres undefined)	15	-20
CC(C)C[C@H](NC(=O)N1CCN(c2ccccc2)CC1)C(=O)O	5	-15
Cc1ccc(-n2cc(CN(C)Cc3nccn3C)c(-c3cccc(C)c3)n2)cc1	13	-50
Cc1ccc(S(=O)(=O)N2CCOCC2)cc1C(=O)NC1CCCC1	15	-12
O=C1CN(C(=O)CN2C(=O)NC(c3ccccc3)(c3ccccc3)C2=O)c2ccccc2N1	-3	-17
C=CCN1C2=NCCCN2c2ccccc21	1	-4
CCSc1nnc(NC(=O)C(NC(=O)c2ccc(Cl)cc2)C(C)C)s1 (centres undefined)	16	-30
CC1CCc2sc(C(=O)Nc3ccc(N4CCOCC4)cc3)cc2C1 (centres undefined)	11	-23
COc1ccc(C(=O)/C=C/C(=O)N(CC(=O)NC2CCCCC2)Cc2cccs2)c(O)c1	17	-33
O=C(CNC(=O)c1ccc(Br)o1)NCC1CCCCC1	5	8
O=C(O)CCCC(=O)N1CCN(c2ncccn2)CC1	6	5
Cn1c(Cc2ccccc2)n[nH]c1=S	2	-16
CCC1Nc2ncnc(N3CCN(c4ccccc4)CC3)c2N(Cc2ccc(Br)cc2)C1=O (centres undefined)	8	-30

Some of these compounds in order of molar mass, descending.
SMILES	OX1R antag-1	OX1R antag-2
CC1CCc2sc(C(=O)Nc3ccc(N4CCOCC4)cc3)cc2C1 (centres undefined)	11	-23
Cc1ccc(S(=O)(=O)N2CCOCC2)cc1C(=O)NC1CCCC1	15	-12
Cn1c(Cc2ccccc2)n[nH]c1=S	2	-16

New compounds follow.
SMILES	OX1R antag-1	OX1R antag-2
O=C(CCc1ccccc1)N1CCN(S(=O)(=O)c2cccs2)CC1	7	-19
Clc1ccccc1-c1nc(/C=N/N2CCOCC2)c2ccccn12	15	-12
CC1=C(C(=O)NC(C)CCc2ccccc2)C2(CCC(C)CC2)OC1=O (centres undefined)	6	-27
CCOc1ccc(C2NC(=O)C(C#N)=C(S)N2c2ccc(OC)cc2)cc1OC (centres undefined)	6	3
COCCNC(=O)c1cc(S(=O)(=O)N2CCOCC2)ccc1SCc1cccc(OC)c1OC	5	-22
COCCN1C(=O)CS/C1=C(/C#N)C(=O)NCc1ccco1	26	-5
NC(=O)c1sc2nc3c(cc2c1N)CCCCCC3	6	-20
Cc1ccc2nc(CSc3nc(C)ccc3C#N)[nH]c2c1	10	-13
CC(C)Oc1cccc(C(=O)C2CCCN(C(=O)CCc3cnn(C)c3)C2)c1 (centres undefined)	13	-16
Cc1cc(C(=O)COC(=O)c2ccc(NC(=O)CC#N)cc2)c(C)n1CCc1ccc(F)cc1	10	17

18 entries out of the list, arranged by SMILES length, ascending:
SMILES	OX1R antag-1	OX1R antag-2
C=CCN1C2=NCCCN2c2ccccc21	1	-4
NC(=O)c1sc2nc3c(cc2c1N)CCCCCC3	6	-20
O=C(O)CCCC(=O)N1CCN(c2ncccn2)CC1	6	5
O=C(CNC(=O)c1ccc(Br)o1)NCC1CCCCC1	5	8
Cc1ccc2nc(CSc3nc(C)ccc3C#N)[nH]c2c1	10	-13
COCCN1C(=O)CS/C1=C(/C#N)C(=O)NCc1ccco1	26	-5
Clc1ccccc1-c1nc(/C=N/N2CCOCC2)c2ccccn12	15	-12
CC1CCc2sc(C(=O)Nc3ccc(N4CCOCC4)cc3)cc2C1 (centres undefined)	11	-23
Cc1ccc(S(=O)(=O)N2CCOCC2)cc1C(=O)NC1CCCC1	15	-12
CC(C)C[C@H](NC(=O)N1CCN(c2ccccc2)CC1)C(=O)O	5	-15
CCSc1nnc(NC(=O)C(NC(=O)c2ccc(Cl)cc2)C(C)C)s1 (centres undefined)	16	-30
CC1=C(C(=O)NC(C)CCc2ccccc2)C2(CCC(C)CC2)OC1=O (centres undefined)	6	-27
CCOc1ccc(C2NC(=O)C(C#N)=C(S)N2c2ccc(OC)cc2)cc1OC (centres undefined)	6	3
Cc1ccc(-n2cc(CN(C)Cc3nccn3C)c(-c3cccc(C)c3)n2)cc1	13	-50
COCCNC(=O)c1cc(S(=O)(=O)N2CCOCC2)ccc1SCc1cccc(OC)c1OC	5	-22
COc1ccc(C(=O)/C=C/C(=O)N(CC(=O)NC2CCCCC2)Cc2cccs2)c(O)c1	17	-33
O=C1CN(C(=O)CN2C(=O)NC(c3ccccc3)(c3ccccc3)C2=O)c2ccccc2N1	-3	-17
Cc1cc(C(=O)COC(=O)c2ccc(NC(=O)CC#N)cc2)c(C)n1CCc1ccc(F)cc1	10	17

(continued)
SMILES	OX1R antag-1	OX1R antag-2
COc1cccc(/C=N/N2CCN(c3ccccc3OC)CC2)c1	7	-12
COC(=O)c1ccc(CSc2nc3ccccc3c(=O)n2-c2ccccc2)o1	27	-36
O=c1cc(N2CCC3(CC2)OCCO3)[nH]c(=O)n1-c1ccc(Cl)cc1	-1	-7
CS(=O)(=O)NCCCNc1ccc(C(F)(F)F)cc1[N+](=O)[O-]	23	-13
CCCCOc1ccc(C(=O)N2CCCC2C(=O)O)cc1 (centres undefined)	8	-15
CCn1nnnc1SCC(=O)Nc1nnc(C(C)C)s1	5	-15
CCCc1nc2c(c(=O)c3ccccc3n2C)c(=O)n1C1CCCCCC1	34	42*
COc1ccc(N2CCN(S(=O)(=O)c3ccc(C(=O)NCc4ccco4)cc3)CC2)cc1	6	-7
Cc1ccc(N2CC(C(=O)Nc3nnc(SCCN4CCOCC4)s3)CC2=O)cc1 (centres undefined)	12	-27
CCN(CC)C(=O)CSc1nc2cc3c(cc2c(=O)n1CCCC(=O)NCCc1ccc(OC)c(OC)c1)OCO3	30	-38
Cc1cc(C)cc(OCC(O)CN2CCN(C(=O)c3ccco3)CC2)c1 (centres undefined)	-8	3
COc1cc2oc(=O)cc(-c3ccc(-c4ccc(C#N)cc4)cc3)c2c(OC)c1OC	20	-3
COc1ccccc1-n1c(SCC(=O)Nc2cccc(S(N)(=O)=O)c2)nc2ccccc2c1=O	8	-20
C[C@H](NC(=O)c1nc[nH]c1C(=O)N[C@@H](Cc1ccccc1)C(=O)OC(C)(C)C)C(=O)OCc1ccccc1	44	-7
CCCCN(C(=O)c1cc(OC)c(OC)c(OC)c1)C1=CC2CCC(C1)N2C (centres undefined)	16	-31
O=[N+]([O-])c1cc(/C=N/n2c(-c3cccnc3)n[nH]c2=S)ccc1Cl	26	-3
CCOC(=O)CN1NC2(CCC(C(C)(C)C)CC2)NC1=S (centres undefined)	4	0
O=C(Nc1cccc(C(F)(F)F)c1)c1ccc2nc(N3C(=O)CCC3=O)sc2c1	16	0
CCNc1nc(NCC)n2c(SC(C(=O)Nc3cc(C)ccc3OC)c3ccccc3)nnc2n1 (centres undefined)	14	-29
CCN(CC)S(=O)(=O)c1cccc(-c2nnc(SCC(=O)c3ccc(Cl)s3)n2C)c1	35	-18
COc1ccc(-c2csc(NC(=O)c3cc(=O)c4ccccc4o3)n2)cc1OC	8	-15
O=S(=O)(NCc1cn2ccsc2n1)c1ccc2c(c1)OCCO2	9	-1
COCCN1Cc2cccc(C(=O)N3CCN(c4ccccc4)CC3)c2C1=O	4	-25
CCc1ccccc1-n1c(SCC(=O)N2CCCC2)nnc1-c1ccccn1	14	-11
Cc1cc(=O)oc2c(CN(CC(C)C)CC(C)C)c(O)ccc12	11	-29
O=C1C=C(c2cc(C(F)(F)F)cc(C(F)(F)F)c2)C[C@@H](c2ccc(Cl)cc2)C1	4	-17
Cc1nc2c(-c3ccccc3)c(C)nn2c(N)c1-c1ccccc1	81*	46*
C=CCSc1nc(C)c(CCC(C)C)c(=O)[nH]1	12	-27
CCOC(=O)N1CCN(C(=O)c2cc3n(n2)C(C(F)(F)F)CC(c2ccc4c(c2)OCO4)N3)CC1 (centres undefined)	-4	-8
Cc1cc(NC(=O)c2c(C)noc2C)no1	2	-18
O=C(O)c1ccc(NC(=O)c2ccccc2Br)c(NC(=O)c2ccccc2Br)c1	5	-14
O=[N+]([O-])c1ccccc1Nc1ccccc1	-1	-10
NS(=O)(=O)c1ccc(CCNCc2cc(Br)ccc2OCc2ccccc2)cc1	9	-4
Cc1cccc(Cc2nnc(CCC(=O)NCc3ccncc3C)o2)c1	15	-14
CCC(=O)Nc1c(-c2ccccc2Cl)c(=O)c2ccccc2n1CC	-1	-13
Cc1ccccc1NC(=O)Cn1nc(-c2ccc(Cl)s2)ccc1=O	8	8
CC(C)CNc1ncnc2c1cnn2Cc1ccccc1Cl	3	-16
Cc1cc(=O)oc2cc(OCC(=O)Nc3cccc(S(=O)(=O)N(C)C)c3)ccc12	5	-11
COc1ccc(OC)c(NC(=O)NCc2ccc(F)cc2)c1	4	-9
CN(CC(=O)Nc1ccc(Cl)cc1)C(=O)c1cccc(S(=O)(=O)NCc2ccccc2)c1	24	-12
COc1ccc(CCNC(=O)C2CCCN(S(=O)(=O)c3cnc[nH]3)C2)cc1OC (centres undefined)	13	5
C=CCN(C(=O)CNC(=O)c1ccco1)C(C(=O)NC1CCCCC1)c1ccccc1 (centres undefined)	29	-19
CCCC(=O)N=C1SC2CS(=O)(=O)CC2N1c1ccc(C(C)=O)cc1 (centres undefined)	11	-9
CCN(CC)S(=O)(=O)c1cc(NC(=O)C(C)N2CCN(Cc3ccc4c(c3)OCO4)CC2)ccc1C (centres undefined)	15	-17
COc1cccc(Oc2ccc(OC)cc2C(=O)O)c1	3	8
Cc1ccc(C(=O)N(C)CCOc2ccccc2)cc1S(=O)(=O)N1CCOCC1	5	-17
CSc1ccccc1C(=O)C1CCCN(C(=O)CCN2CCCO2)C1 (centres undefined)	9	-10
CC(C)C(=O)Nc1cccc(C(=O)Nc2cc([N+](=O)[O-])ccc2F)c1	16	1
Cc1cc(=O)oc2cc(OCC(=O)NCCCn3ccnc3)ccc12	7	-6
Cc1cc(O)c(C=Nc2ccc(Cl)cn2)c(=O)o1	34	0
O=C(NCCNC(=O)c1ccc(Cl)cc1Cl)c1ccco1	6	-1
CCC1Sc2ccc(S(=O)(=O)N3CCN(c4ccccc4)CC3)cc2NC1=O (centres undefined)	-7	-13
CC(C)(C)c1cc(CCC(=O)Nc2ccncc2)cc(C(C)(C)C)c1O	9	-23

Screens from PubChem BioAssay.
